Screening results deposited in PubChem BioAssay by National Center for Advancing Translational Sciences (NCATS).
Lipid storage S3: qHTS Assay for Lipid Storage Modulators in Drosophila S3 Cells; lipid storage change, negative = inhibition, % at the top dose, mostly 46.1 µM; hits show Potency in µM; Drosophila S3 cells, BODIPY lipid droplet fluorescence, 18-24 h; cells fed with added oleic acid; 0.64% of 320,000 active; active = well fitted inhibition curve with a large enough effect in the signal ratio, with a control signal flat, not every such curve was filed as active; inconclusive = small, poorly fitted or top-dose-only effect, or effect the other way, or a change in a side signal; the % refers to the signal ratio
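Drosophila S3 cells loaded with oleic acid (400 uM, as added) and compounds at several concentrations; lipid droplets imaged by 488-nm laser-scanning cytometry, 500–530 nm intensity and object ratio to cell channel. Percent activity normalized to 20 uM Triacsin C.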
Lipid storage S3 cell count max: also measured in Lipid storage S3; calls as there; cell number change, %; measured here: cell count max response;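 cells counted by Cell Tracker Red CMTPX staining in the red channel; peak over a dose series mostly up to 46.1 µM; percent activity relative to internal control wells on each plate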
An asterisk follows results filed as active; i = inactive; ? = inconclusive; · = no result given. % is scaled to controls: 0 for no effect and ±100 for the full control effect; potency is read from the fitted curve at half-maximal effect. The list is partial (hit frequency here may not be typical).

Order of values – Lipid storage S3, Lipid storage S3 cell count max
- CCN(CC)C(=O)c1cccc(-c2ccc(OC)cc2)c1
 : ?, ·
- O=C(c1cc(-c2cccs2)nc2ccccc12)N1CCN(c2ccccc2O)CC1
 : i, ·
- Cc1nn(C(C)(C)C)c(C)c1/C=N/OC(=O)Nc1ccc(Cl)cc1
 : ?, ·
- COc1cccc(N2CCN(C(c3ccccn3)c3nnnn3C(C)(C)C)CC2)c1 (centres undefined)
 : 1.9%, 4.9
- CCc1nc(SCc2ccccn2)[nH]c(=O)c1C
 : 28.8%, -9.1
- Cc1cc(C)n(-c2ccc(C(=O)NCc3cccs3)cc2)n1
 : ?, ·
- CCC1(c2ccccc2)NC(=O)N(CC(=O)Nc2cc(Cl)ccc2N2CCN(C)CC2)C1=O (centres undefined)
 : ?, ·
- CCCCOc1ccc(OCCSc2nc3ccccc3n2CC(=O)O)cc1
 : ?, ·
- O=C(CSc1ncccn1)N/N=C/c1cccs1
 : 17.7%, 0.6
- CCOc1ccc(NC(=O)CN(C)C(=O)c2cc([N+](=O)[O-])ccc2N2CCOCC2)cc1OCC
 : ?, ·
- O=C(Nc1cc(C(F)(F)F)ccc1N1CCOCC1)c1ccccc1
 : ?, ·
- COc1cccc(NC(=O)[C@H](Cc2ccccc2)NC(=O)[C@@H]2Cc3ccccc3CN2)c1
 : i, -10.4
- CN(C)CCCNc1ccc(-c2nn(C)c(=O)c3ccccc23)cc1[N+](=O)[O-]
 : -27.6%, -29.4
- COc1ccccc1-n1nnnc1SCC(=O)N(C)C1CCS(=O)(=O)C1 (centres undefined)
 : ?, ·
- O=C(NC(=S)N1CCc2ccccc21)c1ccccc1Cl
 : ?, ·
- COc1ccc(S(=O)(=O)N2CC(C)N(C(=O)N(C)C)C2C(C)C)cc1 (centres undefined)
 : ?, ·
- COc1ccc(-n2c(N)c(C(=O)NCC3CCCO3)sc2=S)cc1 (centres undefined)
 : 24.5%, -1.7
- C=CCn1cccc(C(=O)Nc2ccc(C)c(Cl)c2)c1=O
 : 7.7%, 6.9
- N#CC1(NC(=O)COC(=O)/C=C/c2ccc3ccccc3n2)CCCCC1
 : ?, ·
- Cc1cc(C)n(-c2ncc(-c3ccccc3)nn2)n1
 : ?, ·
- O=S(=O)(c1ccc2nc(Cc3ccccc3)[nH]c2c1)N1CCOCC1
 : ?, ·
- CC(=O)c1sc(Nc2ccccn2)nc1C
 : ?, ·
- O=C1CC(c2ccc(O)c(O)c2)Oc2cc(O)cc(O)c21 (centres undefined)
 : ?, ·
- CCCCN(C1CCS(=O)(=O)C1)S(=O)(=O)c1cccs1 (centres undefined)
 : ?, ·
- CC(=O)Nc1cccc(CP(=O)(c2ccccc2)c2ccccc2)c1
 : -0.5%, ·
- NS(=O)(=O)c1cccc(NC(=O)Nc2ccc(Cl)cc2)c1
 : ?, ·
- Cc1occc(=O)c1OCc1ccc(Cl)cc1Cl
 : 22.6%, 12.6
- O=C(Nc1cccnc1)c1ccc(Cl)c(S(=O)(=O)N2CCOCC2)c1
 : ?, ·
- COc1cccc(CC2(CO)CCCN(Cc3cnn(-c4ccccc4)c3)C2)c1 (centres undefined)
 : 13.1%, 11.2
- COCCN(C(=O)CN1CCCc2ccccc21)c1c(N)n(Cc2ccccc2)c(=O)[nH]c1=O
 : -23.9%, -8.3
- CNC(=S)NNC(=O)c1cccc(N(C)C)c1
 : ?, ·
- Cc1ccc(NC(=O)c2ccc3c(c2)CCN3S(C)(=O)=O)cc1C
 : -1.6%, 14.4
- COCCNCCCCOc1ccccc1-c1ccccc1
 : ?, ·
- COc1cc2ccccc2cc1C(=O)N1CCCCC1
 : 12.5%, 16.5
- CN(Cc1cccc(F)c1)C(=O)C(c1ccccc1)c1ccccc1
 : 3.0%, -2.7
- O=C(O)/C=C/c1cccc(NC(=O)Nc2ccc([N+](=O)[O-])cc2)c1
 : 15.8%, ·
- COc1ccccc1N=CC1=C(O)CC(c2ccccc2)CC1=O (centres undefined)
 : 0.3%, ·
- COc1cc(C=Nc2c(C)cc(C)cc2C)ccc1OC(C)=O
 : ?, ·
- Cc1cc(S(=O)(=O)NC(C)C)ccc1OCC(=O)N1CCOCC1
 : i, ·
- COCCN(C(=O)COC(=O)/C=C/c1nc2ccccc2s1)c1c(N)n(Cc2ccccc2)c(=O)[nH]c1=O
 : ?, ·
- COc1ccc(C(=O)CC(=O)C(=O)Nc2cc(C)ccc2C)cc1
 : ?, ·
- CCOC(=O)Nc1sc(C)c(C)c1C(N)=O
 : 2.6%, 2.6
- Cc1cccc(C)c1NC(=O)CNC(=O)CNC(=O)Cc1cccc2ccccc12
 : ?, ·
- COc1ccc(S(=O)(=O)N2CCOCC2)cc1NC(=O)COC(=O)C1CC1C (centres undefined)
 : i, -12.9
- CCCCc1nnc(NC(=O)CSc2nc(O)c(Cc3ccccc3)c(=O)[nH]2)s1
 : ?, ·
- CCN(C(=O)COC(=O)c1ccc(COc2ccc3c(C)cc(=O)oc3c2)cc1)C1CCS(=O)(=O)C1 (centres undefined)
 : ?, ·
- CCCCCn1c(N2CCOCC2)nc2c1c(=O)n(CC(N)=O)c(=O)n2C
 : 2.8%, -5.0
- Cc1cc(C)n2nc(-c3ccsc3-n3c(C)ccc3C)cc2n1
 : -27.2%, 3.0
- CC(C)CCNC(=S)Nc1ccc(Br)cc1
 : ?, ·
- Cc1cccc(CC2S/C(=N/N=C/c3ccco3)NC2=O)c1 (centres undefined)
 : 0.4%, 3.7

Molecules shown so far containing two or more sulfur atoms (five):
Order of values – Lipid storage S3, Lipid storage S3 cell count max
- O=C(CSc1ncccn1)N/N=C/c1cccs1
 : 17.7%, 0.6
- COc1ccccc1-n1nnnc1SCC(=O)N(C)C1CCS(=O)(=O)C1 (centres undefined)
 : ?, ·
- COc1ccc(-n2c(N)c(C(=O)NCC3CCCO3)sc2=S)cc1 (centres undefined)
 : 24.5%, -1.7
- CCCCN(C1CCS(=O)(=O)C1)S(=O)(=O)c1cccs1 (centres undefined)
 : ?, ·
- CCCCc1nnc(NC(=O)CSc2nc(O)c(Cc3ccccc3)c(=O)[nH]2)s1
 : ?, ·

(next part)
Order of values – Lipid storage S3, Lipid storage S3 cell count max
- CC(=O)SC(C)CC(=O)NCc1ccccc1 (centres undefined)
 : i, ·
- COc1ccccc1NC(=O)Cn1nnc(-c2ccccc2NC(=O)c2cc3ccccc3oc2=O)n1
 : ?, ·
- O=C(O)CCCCCn1c(SCC(=O)Nc2ccc(F)cc2)nc2ccsc2c1=O
 : ?, ·
- COc1ccccc1CNC(=O)CN(C)S(=O)(=O)c1ccc2c(c1)n(C)c(=O)c(=O)n2C
 : ?, ·
- CC(=O)c1cccc(NC(=O)c2ccc(S(=O)(=O)N3CC(C)OC(C)C3)cc2)c1 (centres undefined)
 : 5.5%, 7.1
- COc1ccc(CC(=O)NCC(C)(C)N2CCOCC2)cc1
 : -8.2%, -11.5
- CC(=O)Nc1ccc(S(=O)(=O)N(C)c2ccc(OCC(=O)OCC(=O)NCc3ccco3)cc2)cc1
 : 2.7%, -5.0
- CN(Cc1ccccc1)S(=O)(=O)c1ccc(OCC(=O)Nc2cccc([N+](=O)[O-])c2)cc1
 : 5.7%, 18.8
- O=C(NC1CCCC1)C(c1ccccc1F)N(C(=O)Cc1cccs1)c1ccc2c(c1)OCCO2 (centres undefined)
 : -7.3%, -0.3
- CCC(=O)c1ccc(OCC(O)Cn2nnc3ccccc32)cc1 (centres undefined)
 : 13.2%, -2.5
- COc1ccc(-c2nc(CN3CCC(c4ccccc4)CC3)c(C)o2)cc1OC
 : ?, ·
- Cc1ccc(N2C(=O)C3C4C=CC(C4)C3C2=O)cc1 (centres undefined)
 : ?, ·
- COc1ccc(S(=O)(=O)N2CCc3ccccc32)cc1OC
 : 0.3%, -21.6
- Nc1nc(SCC(=O)NCc2ccccc2)[nH]c(=O)c1NC(=O)c1ccccc1F
 : ?, ·
- COc1ccc(N(C)C(=O)c2ccc3c(c2)nnn3C)cc1
 : 3.4%, 20.3
- O=C(Nc1ccccc1)N(Cc1cccnc1)Cc1ccco1
 : i, ·
- CCCc1cc(C(=O)Nc2c(C)n(C)n(-c3ccccc3)c2=O)no1
 : ?, ·
- Cc1ccccc1-c1nnn(CC(=O)NCc2ccc3c(c2)OCO3)n1
 : ?, ·
- CCOC(=O)C(O)(C1C(=O)CC(C)(C)CC1=O)C(F)(F)F (centres undefined)
 : ?, ·
- O=S1(=O)CC(O)C(Nc2ccccc2Cl)C1 (centres undefined)
 : 6.9%, -13.1

Going on with the list.
Compound	Lipid storage S3	Lipid storage S3 cell count max
O=C(CCCc1nc2ccccc2s1)NC1CCOC1=O (centres undefined)	?	·
Cc1ccccc1-n1c(=O)n(CCc2ccccc2)c(=O)c2[nH]cnc21	5.9%	12.2
Cc1c(C(=O)Nc2ccc(C(=O)O)cc2)cnn1C	-11.1%	-1.2
Cc1ccc(-c2csc3ncnc(N4CCN(c5ccccc5O)CC4)c23)cc1	i	7.8
COc1ccc(CCNc2nc(=S)[nH]c3cc(OC)c(OC)cc23)cc1OC	-2.5%	-17.8
CC(=O)Nc1c(C(=O)c2ccc(F)cc2)oc2ccccc12	6.3%	-3.4
NC(=O)CSc1nc(C23CC4CC(CC(C4)C2)C3)nc2ccccc12	-18.8%	-2.7
O=C(O)C1=C(Nc2ccccc2)OCC1=O	?	·
COC(=O)c1ccc2c(c1)C(C)(C)C(/C=C/c1ccc(O)cc1)=[N+]2C	5.17µM*	1.0*
CN(Cc1ccccc1)S(=O)(=O)c1ccc(Cl)c(C(=O)NCCc2ccccn2)c1	?	·
COC(=O)CCCSc1nccn1-c1ccccc1	?	·
Cc1cc(C)cc(OCC(=O)Nc2cccc(S(=O)(=O)NC3=NCCC3)c2)c1	?	·
CC1CCC(NC(=O)CCS(=O)(=O)c2ccc3c(c2)NC(=O)CO3)CC1 (centres undefined)	?	·
CC(C)(C)c1cc(NC(=O)c2cccc([N+](=O)[O-])c2)no1	?	·
CCOc1ccc(-c2nc(S(=O)(=O)c3ccccc3)c(N3CCC(C(N)=O)CC3)o2)cc1	?	·
CCOC(=O)C1=C(COC(=O)C2(C)CC2(Cl)Cl)NC(=O)NC1c1ccccc1 (centres undefined)	15.2%	-7.1
CCCCNC(=O)CCn1c(=O)c2ccccc2n(CC(=O)N2CC(C)CC(C)C2)c1=O (centres undefined)	?	·
CSc1cnc2c(N)nc(N(C)C)nc2n1	?	·
O=C1C=C(c2cc(C(F)(F)F)cc(C(F)(F)F)c2)C[C@@H](c2ccc(Cl)cc2)C1	?	·
CN(C(=O)c1cc(COc2ccc(F)cc2Cl)on1)C1CCCc2ccccc21 (centres undefined)	i	-10.8
O=C(NC(=S)Nc1ccccc1C(=O)O)c1ccc2ccccc2c1	-0.3%	2.5
O=[N+]([O-])c1ccccc1Nc1ccc(O)cc1	?	·
COc1cc(CNCc2c[nH]c3ccccc23)cc(OC)c1	i	·
COc1ccc(NC(=S)Nc2nc(CC(=O)Nc3ccccc3OC)cs2)cc1	-22.9%	-12.1
CCOc1ccc(CC(=O)N2CCC3(CC2)NCCc2[nH]cnc23)cc1	?	·
COc1ccc(NCc2ccc(OC)c(OC)c2)cc1	i	·
O=C(NCc1nc2ccccc2[nH]1)C1=C[C@@H](c2ccccc2)C[C@@H](OCc2ccc(CO)cc2)O1	?	·
CCOC(=O)c1c(C)[nH]c(C(=O)OCC(=O)Nc2ccc(OCC)cc2)c1C	?	·
Cc1ccc(-c2nnc(SCC(=O)NNC(=O)COc3ccccc3C)n2C)cc1	?	·
CC(C)OCCCNC(=O)c1ccc(Br)cc1	0.5%	-7.8
O=C(Nc1ccccc1Oc1cccnc1)C1CCCN(Cc2cccc(Cl)c2)C1 (centres undefined)	-5.0%	1.2
O=C(c1ccc([N+](=O)[O-])cc1)N1CCN(Cc2ccccc2)CC1	4.3%	11.4
CCOc1ccccc1C(=O)NCC(=O)OCC(=O)NCCc1ccc(S(N)(=O)=O)cc1	?	·
Cc1oc(C)c2c(=O)ccc3c(c12)OC(N)=C(C#N)C3c1ccccc1 (centres undefined)	i	·
COc1cccc(/C=C/C(=O)N(C)CC(=O)Nc2ccc(Cl)c(C(F)(F)F)c2)c1	11.5%	6.3
CCCCn1c(-c2ccc(Cl)c(Cl)c2)nc2cc3[nH]c(=O)c(C(C)C)nc3cc21	?	·
COc1ccc(C(NC(=O)CN2C(=O)NC3(CCc4ccccc43)C2=O)c2ccccc2)cc1 (centres undefined)	?	·
Cc1cccn2c(=O)c(/C=C(\C#N)C(N)=O)c(N3CCN(c4ccccc4)CC3)nc12	?	·
S=C(NCc1ccccn1)Nc1cccc(Cl)c1	32.3%	-10.1
O=C1Cc2cccc3cccc1c23	18.2%	11.0
Cc1nn(C)c(C(=O)Sc2cccc(Cl)c2)c1[N+](=O)[O-]	?	·
Cc1cc(-n2c(C)cc(C(=O)CSc3ccc4c(c3)OCCO4)c2C)no1	?	·
Cc1ccc(NC(=O)c2cccc(C(=O)Nc3ccc(C)cc3C(=O)O)c2)c(C(=O)O)c1	?	·
Cc1cccc(N2CCN(C(=O)c3ccc(Cl)c(S(=O)(=O)N4CCc5ccccc5C4)c3)CC2)c1C	4.3%	-17.3
O=C1C=C(c2cccc3c2sc2ccccc23)C[C@@H](c2ccc(Cl)cc2)C1	?	·
C=C(C)COc1ccc(-c2n[nH]c(C)c2Oc2ccccc2OC)c(O)c1	?	·
CCCC1=NN(c2ccc([N+](=O)[O-])cc2)C(=O)/C1=C/N(C)C	?	·
CCN1CCN(c2c(Cl)cccc2NC(=O)c2cccs2)CC1	?	·
CCOc1ccc(CCNS(=O)(=O)c2cn(C)cn2)cc1OCC	?	·
CN(c1cnn(-c2ccccc2)c(=O)c1Cl)n1cccc1	-1.6%	5.7
O=C(NCc1ncc(C(F)(F)F)cc1Cl)Nc1ccccc1	11.5%	-0.9
